# High-throughput results as filed in PubChem BioAssay.
# PKM2 activator: PKM2 (human) enzyme activation; purified PKM2, Kinase-Glo ATP luminescence, activation; response scale: 0% is enzyme alone, no compound; Potency, µM (series often up to 57.5 µM), for inactives: at the top dose activation, usual class: activators; 260,000 compounds, 0.34% hits; further: potency means the concentration at half of the fitted maximal effect; on the % scale 0 is the no-effect control and ±100 the full control effect; nearly all actives have a fitted effect of over 55% in size
# Target sequence (P14618 whole entry, looked up): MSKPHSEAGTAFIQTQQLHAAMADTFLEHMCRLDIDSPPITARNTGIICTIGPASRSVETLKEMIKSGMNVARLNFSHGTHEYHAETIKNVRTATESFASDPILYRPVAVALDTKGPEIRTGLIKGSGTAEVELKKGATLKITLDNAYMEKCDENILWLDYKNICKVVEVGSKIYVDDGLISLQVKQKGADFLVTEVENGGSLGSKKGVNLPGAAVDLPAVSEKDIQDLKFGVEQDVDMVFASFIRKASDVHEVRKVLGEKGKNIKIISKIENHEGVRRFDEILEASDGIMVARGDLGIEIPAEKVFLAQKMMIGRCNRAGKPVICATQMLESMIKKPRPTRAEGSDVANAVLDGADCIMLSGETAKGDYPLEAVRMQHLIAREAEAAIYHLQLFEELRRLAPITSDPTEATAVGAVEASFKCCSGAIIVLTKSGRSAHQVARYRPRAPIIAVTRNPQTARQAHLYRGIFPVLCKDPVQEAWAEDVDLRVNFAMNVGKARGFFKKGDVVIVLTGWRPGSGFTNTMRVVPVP
#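 Kinase-Glo luminescence reports ATP generated from ADP (0.1 mM) and PEP (0.5 mM) by purified hPK-M2 after 1 h at room temperature, pH 7.2 imidazole buffer; intermediate enzyme activity allows detecting inhibitors and activators.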
# S-ASM inh: human S-ASM enzyme inhibition; Potency, µM (highest dose often 57.5 µM), for inactives: at the top dose activity change, negative = inhibition, hits mostly inhibitors; 340,000 compounds, 0.006% hits; placental ASM, HMU-PC fluorogenic substrate, 60 min; P17405; further: potency means the concentration at half of the fitted maximal effect
#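 HMU-PC0 cleavage (9 uM final) by human placental ASM, 60 min at 37 °C following 10 min compound exposure at RT; stopped at pH 10, fluorescence Ex 386/Em 447 nm.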
# B2AR arrestin: recruits beta-arrestin to the human beta2-adrenergic receptor | P07550 | Potency, µM (series often up to 46.1 µM), without a hit: at the highest dose activation, hits mostly activators | 330,000 compounds, 0.02% hits | beta-arrestin recruitment to beta2AR, cell-based reporter;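 further: potency means the concentration at half of the fitted maximal effect; 0% = DMSO controls and full agonism = EC100 isoproterenol or metaproterenol; nearly all actives have a fitted effect of over 65% in size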
# Menin-MLL TR inh: inhibitors of human menin-MLL interaction, mutant MLL peptide; O00255; Menin + Texas Red MLL mutant peptide, fluorescence polarization; Potency, µM (top dose mostly 61.6 µM), for inactives: top-dose FP activity change, negative = inhibition, usual class: inhibitors; 270,000 compounds, 0.23% hits; AID 1768; active means well fitted inhibition curve with a large enough effect in the polarisation, with a control signal flat, not every such curve was filed as active; inconclusive means small, poorly fitted or top-dose-only effect, or effect the other way, or a change in a side signal; inactive means no such curve, though single readings can be large or run the other way; the % refers to the polarisation; further: potency means the concentration at half of the fitted maximal effect; % of control where 0% means no effect; many of its hits are not listed in these tables
# Tb PFK block: inhibitors of T. brucei phosphofructokinase; O15648; T. brucei PFK, ADP-Glo luminescence; Potency, µM (top dose mostly 57.5 µM), for the others: top-dose activity, negative = inhibition, most hits filed as inhibitors; 330,000 compounds, 0.17% hits; AID 485367;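 further: potency means the concentration at half of the fitted maximal effect; 0% = uninhibited 1x PFK enzyme wells and -100% = no-enzyme wells; nearly all actives have a fitted effect of over 60% in size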
#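 Activity is normalized to no-enzyme wells (full inhibition) and 1.25 nM enzyme wells (no inhibition). Reaction: 0.5 mM F6P, 0.1 mM ATP, 45 min RT, ADP-Glo luminescence; concentration-response curves fitted and classed by quality.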
# TSG101-PTAP inh: blocks PTAP/TSG101 interaction to inhibit HIV-1 budding | Q99816 | Fluorescence polarization, FITC-PTAP peptide / Tsg101 binding | Potency, µM (highest dose often 115 µM), inactives show at the highest dose activity change, negative = inhibition, usual class: inhibitors | 340,000 tested, under 10 active; active means well fitted inhibition curve with a large enough effect in the main read-out, with a control signal flat, not every such curve was filed as active; inconclusive means small, poorly fitted or top-dose-only effect, or effect the other way, or a change in a side signal; inactive means no such curve, though single readings can be large or run the other way; further: potency means the concentration at half of the fitted maximal effect; % of control where 0% means no effect
# Target sequence (Q99816 whole entry, looked up): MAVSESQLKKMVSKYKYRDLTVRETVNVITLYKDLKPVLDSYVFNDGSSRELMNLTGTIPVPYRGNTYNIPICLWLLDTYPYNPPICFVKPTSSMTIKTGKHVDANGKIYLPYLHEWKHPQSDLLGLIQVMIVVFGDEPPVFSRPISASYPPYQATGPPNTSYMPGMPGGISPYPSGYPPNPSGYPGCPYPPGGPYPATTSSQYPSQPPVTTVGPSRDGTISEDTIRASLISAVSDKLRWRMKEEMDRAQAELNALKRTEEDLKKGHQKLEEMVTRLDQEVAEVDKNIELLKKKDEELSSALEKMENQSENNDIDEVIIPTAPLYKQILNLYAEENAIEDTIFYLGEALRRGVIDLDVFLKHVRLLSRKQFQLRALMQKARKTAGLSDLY
#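 FP read-out: FITC-PTAP peptide, 50 nM final, binding Tsg101 binding domain, 10 uM final; 20 min, r.t.; 10 mM HEPES pH 7.5, 0.15 M NaCl, 0.01% Tween 20, 3 mM EDTA, 0.1 mM TCEP.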
# FBPA coupling cs: counter-screen for Giardia aldolase inhibitors: coupling enzyme system | 290,000 compounds, 0.67% hits | AID 2472 | activity change, negative = inhibition, % at 58.2 µM, hits read low | coupling enzyme system counterscreen, AmpLite Red fluorescence; in the data active means activity change below about -30%; further: on the % scale 0 is the no-effect control and ±100 the full control effect
#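 Counterscreen of the coupled detection system alone, without aldolase: glyceraldehyde-3-phosphate coupling enzymes plus AmpLite Red readout. Compounds at 57.5 uM final, 10 min RT preincubation, 20 min RT reaction, fluorescence 525/598 nm.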
# Giardia kill: kills Giardia lamblia; Giardia lamblia trophozoite viability; activity change, % at 7.66 µM, hits read low; 340,000 compounds, 0.15% hits; AID 540267; in the data active means activity change below about -80%; inconclusive means between about -30% and that limit;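 further: parasites exposed to compound for two days anaerobically before the ATP read; on the % scale 0 is the no-effect control and ±100 the full control effect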
#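 Each well holds 100 Giardia trophozoites and compound. After two days (48 hrs) at 37 deg C in anaerobic conditions, ATP is quantified by luminescence.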
# Integrin act MD: activates integrin-mediated alleviation for muscular dystrophy; alpha7betagal myoblasts, beta-gal FDG fluorescence, 48 h; Potency, µM (series often up to 38.3 µM), inactives show at the top dose activation, actives largely listed as activators; 350,000 compounds, 0.064% hits;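 further: potency means the concentration at half of the fitted maximal effect; 100% = response of the positive control SU9516; nearly all actives have a fitted effect of over 60% in size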
#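 Alpha7betagal+/- myoblasts (passage 13) were plated 16-24 hr, then exposed to compounds (1:260 dilution of DMSO stock) for 48 hours at 37C. After MPER lysis, β-galactosidase reporter activity was read as FDG fluorescence (ex 480/em 540) after 30 minutes.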
# GALK inh: galactokinase (human) inhibition | P51570 | Purified GALK, Kinase-Glo residual ATP luminescence | Potency, µM (highest dose often 57.5 µM), for inactives: at the top dose activity change, negative = inhibition, hits mostly inhibitors | 270,000 compounds, 0.007% hits | AID 1868; further: potency means the concentration at half of the fitted maximal effect; on the % scale 0 is the no-effect control and ±100 the full control effect
#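 Galactose (100 uM) and ATP (35 uM) were turned over by 5 nM GALK for 1 h at RT. Kinase-Glo Plus then converted the remaining ATP into a luminescent signal.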
# BCR signal inh: inhibitors of chronic active B-cell receptor signaling. Potency, µM (titrated, usually from 46.1 µM), inactives show at the top dose ratio change, negative = lower green/red ratio, actives largely listed as inhibitors. ABC-DLBCL IkBa-CBG/CBR reporter, luminescence ratio, 4 h. 340,000 compounds, 0.05% hits; active means well fitted inhibition curve with a large enough effect in the signal ratio, with a control signal flat, not every such curve was filed as active; inconclusive means small, poorly fitted or top-dose-only effect, or effect the other way, or a change in a side signal; the % refers to the signal ratio;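 further: potency means the concentration at half of the fitted maximal effect; plate controls were basal doxycycline-induced cells for no effect and cells given 10 µM MG132 for full effect; MG132 reads +100%, hits lower the ratio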
#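 Cell line TMD8 (human ABC DLBCL), stably expressing tet-inducible CBG68-IkBa fusion and CBR; IMDM/0.5% FBS; cpd up to 46 uM; dox induction, 4 h, 37C/5% CO2; dual luminescence; green/red ratio; MG132 control.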
# * marks the source's active call; other numbers are inactive results; i = inactive; ? = inconclusive; nt = no result given; [ ] = dose if it differs, or a comment. Unless noted, the call rests on the fitted dose curve; in most records, active means well fitted curve in the direction sought with a large enough effect; inconclusive means small, poorly fitted or top-dose-only effect, or another doubt; inactive means no such curve, though single readings can be large; an effect the other way counts as inactive or inconclusive. A portion of the library; rates above refer to the full screens.
compound,Menin-MLL TR inh,TSG101-PTAP inh,PKM2 activator,S-ASM inh,BCR signal inh,Tb PFK block,Integrin act MD,GALK inh,FBPA coupling cs,Giardia kill,B2AR arrestin
O=C(C1=C[C@H](c2ccccc2)C[C@H](OCc2ccc(CO)cc2)O1)N1CCN(Cc2ccccc2)CC1,?,-1%,5%,7%,-4%,25%,-40%,8%,-1,2,0.0%
COc1cc(NC(=O)Nc2ccccc2)c(OC)cc1NC(=O)CN1CCCCC1,?,-3%,-3%,-4%,12%,10%,-62%[inhibitor],1%,-3,-10,0.1%
C=C1CCN(c2ccc(C(=O)NCc3ccc(C)cc3)cc2[N+](=O)[O-])CC1,3%,-3%,1%,-12%,?,-2%,-12%,nt,0,5,-1.2%
CC(=O)c1cccc(NC(=O)CCn2c(=O)oc3ccccc32)c1,7%,-3%,1%,-1%,-7%,0%,-11%,17%,1,0,0.4%
CCC(=O)Nc1ccc(-c2nnc(SCC(=O)Nc3nccs3)n2C)cc1,-1%,0%,-2%,4%,6%,3%,-7%,-1%,3,4,0.1%
O=C(NCCCN1CCOCC1)c1cccc(S(=O)(=O)N2CCOCC2)c1,nt,-6%,nt,4%,3%,0%,20%,nt,nt,13,0.3%
CCN(CC)CCn1c(NCc2ccccn2)nc2ccccc21,-1%,-9%,0%,4%,1%,1%,-9%[7.66 µM],-2%,-2,-10,0.3%
O=C(c1ccc(Cl)c([N+](=O)[O-])c1)N(Cc1cccc(Cl)c1)C1CCS(=O)(=O)C1 (stereo not given),-14%,-6%,-9%,nt,4%,-4%,-19%,-2%,-3,21,-0.3%
CC(=O)Nc1ccc(N2C(=O)CSC2c2c(F)cccc2Cl)cc1 (stereo not given),14%,-3%,2%,1%,9%,-3%,-4%,-3%,nt,9,-0.1%
O=C(COC(=O)C12CC3CC(CC(Br)(C3)C1)C2)NNC(=O)c1ccccc1,nt,1%,nt,1%,-6%,-2%,4%,nt,nt,-11,-0.8%
CC(C)CCNC(=O)CN(C(=O)CCC(=O)Nc1ccccn1)c1ccc2c(c1)OCCO2,0%,-4%,0%,2%,-1%,-8%,9%,-2%,-1,-11,0.0%
O=C(NS(=O)(=O)Oc1ccc(F)c(Cl)c1)OC[C@@H]1CCCN2CCCCC12 (stereo not given in full),8%,-1%,-1%,0%,2%,-4%,6%,0%,-1,0,-0.1%
COC(F)(C(=O)Nc1ccc2c(c1)C(=O)NC2=O)C(F)(F)F (stereo not given),-3%,-8%,-1%,7%,8%,-11%,23%,-1%,3,1,-0.5%
C/C(=N\NC(=O)CN(c1ccccc1Br)S(C)(=O)=O)c1cccs1,7%,-1%,1%,0%,0%,1%,26%,2%,2,-13,0.0%
CC1=Nc2ccc(Br)cc2C(c2ccccc2)N1CC(=O)NN (stereo not given),-3%,-4%,8%,2%,-1%,-4%,?,0%,-2,19,0.0%
C/C(=N\NC(=O)c1ccc(Cl)cc1)c1cccs1,11%,-1%,-9%,-3%,?,-11%,8%,10%,-3,-22,0.0%
Cc1cccc(N(CC(=O)N2CCN(c3ccccc3F)CC2)S(C)(=O)=O)c1,?,-10%,1%,6%,3%,-2%,24%,1%,2,0,-1.4%
COCCn1c(N)c(Sc2ccc(C)cc2)c(=O)[nH]c1=O,nt,-6%,nt,12%,2%,-2%,25%,1%,2,?,-0.6%
O=C(C[C@@H]1C/C=C\C[C@H](Cc2ccc(F)cc2)C(=O)OC[C@@H](c2ccccc2)NC1=O)NCCO,nt,-1%,nt,-4%,0%,-1%,-6%,nt,nt,1,-0.1%
N#C/C(=C\c1c(Oc2ccccc2F)nc2ccccn2c1=O)C(=O)NC1CCS(=O)(=O)C1 (stereo not given),5%,-1%,0%,nt,-6%,13%,-27%,1%,1,-5,-0.6%
CN(C)S(=O)(=O)N1CCC(Oc2cccc(C(=O)N3CCSCC3)c2)CC1,nt,-1%,-7%,1%,-3%,2%,-3%,0%,nt,-11,0.2%
COCCn1c(SCC(=O)Nc2ccc(F)cc2)nc2ccccc2c1=O,8%,-1%,-7%,2%,3%,2%,-1%,-3%,-1,-15,-2.6%
COc1ccc(-n2c(COc3cccc4ccccc34)nnc2SCC#N)cc1,-10%,-1%,-1%,-14%,-1%,4%,10%,0%,2,7,0.0%
O=C(O)c1ccccc1NC(=O)N1CCOCC1,-1%,-2%,-5%,5%,?,-7%,0%,0%,-1,-14,0.2%
COc1cc(OC)cc(C(=O)NC(C(=O)NNC(=O)c2cc(Cl)ccc2OC)C(C)C)c1 (stereo not given),nt,-6%,nt,-1%,-9%,7%,-29%,nt,nt,15,-0.1%
CCC1(c2ccccc2)NC(=O)N(CC(=O)Nc2ccc(S(=O)(=O)Nc3ncccn3)cc2)C1=O (stereo not given),nt,1%,nt,-6%,1%,-9%,-12%,nt,nt,-12,0.1%
Cc1ccc(NC(=O)NN2CCOCC2)cc1,25%,0%,-1%,-1%,-1%,1%,19%,1%,2,-13,-0.8%
CN(C)S(=O)(=O)c1ccc(C(=O)OCC(=O)Nc2cccnc2Cl)cc1,-9%,0%,2%,1%,?,-4%,26%,0%,-6,1,-0.1%
O=C(C1=C(O)C(=O)N(c2ncccn2)C1c1cccs1)c1ccco1 (stereo not given),6%,-9%,7%,-1%,-3%,-14%,-27%,1%,0,5,-0.8%
Cc1ccc(/C(O)=C2/C(=O)C(=O)OC2c2ccc(Cl)cc2)cc1 (stereo not given),49%[activator],-2%,8%,6%,4%,-3%,6%,nt,21,-10,0.4%
N#CCOc1ccc2oc(-c3ccco3)cc(=O)c2c1,7%,nt,3%,nt,11%,-1%,nt,-1%,-2,nt,0.1%
O=C(CSc1ccccc1)NNC(=O)c1ccncc1,nt,-13%,nt,1%,-2%,-7%,2%,nt,nt,-28,0.0%

# 4 entries picked at random from those above, as already listed:
compound,Menin-MLL TR inh,TSG101-PTAP inh,PKM2 activator,S-ASM inh,BCR signal inh,Tb PFK block,Integrin act MD,GALK inh,FBPA coupling cs,Giardia kill,B2AR arrestin
COc1cc(OC)cc(C(=O)NC(C(=O)NNC(=O)c2cc(Cl)ccc2OC)C(C)C)c1 (stereo not given),nt,-6%,nt,-1%,-9%,7%,-29%,nt,nt,15,-0.1%
N#CCOc1ccc2oc(-c3ccco3)cc(=O)c2c1,7%,nt,3%,nt,11%,-1%,nt,-1%,-2,nt,0.1%
CCC1(c2ccccc2)NC(=O)N(CC(=O)Nc2ccc(S(=O)(=O)Nc3ncccn3)cc2)C1=O (stereo not given),nt,1%,nt,-6%,1%,-9%,-12%,nt,nt,-12,0.1%
O=C(C1=C(O)C(=O)N(c2ncccn2)C1c1cccs1)c1ccco1 (stereo not given),6%,-9%,7%,-1%,-3%,-14%,-27%,1%,0,5,-0.8%

# Later entries:
compound,Menin-MLL TR inh,TSG101-PTAP inh,PKM2 activator,S-ASM inh,BCR signal inh,Tb PFK block,Integrin act MD,GALK inh,FBPA coupling cs,Giardia kill,B2AR arrestin
CCOc1ccc(OCCOC(=O)CN(C)S(=O)(=O)c2ccc(NC(C)=O)cc2)cc1,nt,-2%,nt,-1%,0%,-3%,20%,nt,nt,4,0.0%
Cc1ccc(-c2cnn(-c3cccc([N+](=O)[O-])c3)c2N)cc1,nt,-1%,-2%,-1%,?,-2%,26%,-4%,-1,-1,-0.5%
COc1ccc(OC)c(N(CC(=O)N2CCN(Cc3ccccc3)CC2)S(C)(=O)=O)c1,-1%,-2%,0%,12%,3%,0%,0%,-3%,2,-21,-0.6%
O=C(/C=C\N1CCOCC1)c1ccc(Br)cc1,1%,-5%,-5%,-1%,0%,0%,0%,-5%,-3,4,3.4%
O=C1C(Cl)=C(Nc2ccc(F)cc2)C(=O)N1CCc1ccccc1,-3%,-7%,-1%,-9%,?,-4%,-38%,1%,4,-2,-0.4%
COC(=O)C1=C(SC)N(c2ccccc2)C(c2ccccc2)CC1=O (stereo not given),-18%,0%,-20%,5%,-1%,-1%,0%,2%,-2,29,-0.7%
CC1CCCN(Cc2c(O)ccc3c4c(c(=O)oc23)CCCC4)C1 (stereo not given),nt,-2%,2%,i,-8%,4%,-16%,-1%,-1,-3,-1.0%
